Screens deposited in PubChem BioAssay by Small Molecule Screening Facility, UW Madison.
RMI-FANCM inh – disruptors of RMI1/RMI2 association with MM2 peptide – biochemical, fluorescence polarization, human, primary screen; AID 1159607, 2016; RMI core complex (RMI1/RMI2) binding to FANCM MM2 peptide, human; FP signal (polarization) at 33 µM; RMI core complex with F-MM2 peptide; stronger effect = lower value; 0.58% of 70,000 active; in the data active means FP signal below about 40; further: inactives centre near 61; strong numbers were not always called active; unit not given here
The depositor's hits bear a star; & = joins results of further samples. The list is partial; the hit share may differ from the screen's.

compound	RMI-FANCM inh
O=C(O)CCCCC1CCSS1 (stereo not given)	58
CCC(C(=O)Nc1cc(-c2cn3nc(OC)ccc3n2)ccc1Cl)c1ccccc1 (stereo not given)	104
C1=C(N2CCC(Cc3ccccc3)CC2)Cc2ccccc21	54
Cc1nc(-n2nc(-c3ccco3)cc2NC(=O)c2c(F)cccc2F)[nH]c(=O)c1C	46
c1cc2ccc(-c3ccc4cccc-4cc3)ccc-2c1	57
Nc1nc(Cl)nc(NCc2ccco2)c1[N+](=O)[O-]	57
O=C(Nc1nc(-c2cc([N+](=O)[O-])cs2)cs1)c1ccno1	59
COc1ccc(Cl)c2sc(NCc3cccnc3)nc12	69
N#Cc1cnc2ccc(Cl)cc2c1N1CCC(Cc2ccccc2)CC1	64
CC(C)NC(=O)CCCCn1c(=O)c2ccccc2n(CC(=O)NCCCc2ccccc2)c1=O	64
Cc1[nH]c(=O)c(C#N)cc1-c1csc(-c2ccccc2)n1	66
CC(=O)Nc1ncc(S(=O)(=O)c2ccc([N+](=O)[O-])cc2)s1	57
O=[N+]([O-])c1c(Nc2ccccc2)ccc2nsnc12	57
O=C(NCc1c(F)cccc1F)C(=O)Nc1ccon1	62
Cc1[nH]c2ccccc2c1C(=O)CSc1n[nH]c(N)n1	76
CC(=O)Cn1c(C(C)(C)C)cn2c3c(=O)n(C)c(=O)n(C)c3nc12	63
COc1ccc(Cl)c2sc(NC(=O)c3ccnn3C)nc12	63
CC(=O)Nc1ccc2c(c1)CCN2C(=O)C1CCCO1 (stereo not given)	61
CCOCC(=O)NCC1CN(c2ccc(Cl)c(Cl)c2)C(=O)O1 (stereo not given)	65
CN(C)c1ccc(CCCNC(=O)C(=O)NCc2ccccc2Cl)cc1	74
O=c1ccc(-c2ccccc2)nn1CCN1CCN(S(=O)(=O)c2ccccc2F)CC1	61
COc1ccc(-c2noc(-c3c(SC)nn(CC(=O)Nc4ccc(C)c(Cl)c4)c3N)n2)cc1	131
CCOC(=O)c1oc2ccccc2c1NC(=O)Cc1ccc(F)cc1	80
Clc1ccc(-c2cnc3ccccc3n2)cc1Cl	48
CC(=O)c1ccc(NC(=O)c2ccn(C)n2)cc1	69
CC(C)(C)C(=O)NC(=S)Nc1ccc(Br)cc1	65
O=C(CSc1ncnc2ccccc12)Nc1ccc(F)cc1F	59
O=C(CSc1nc(-c2ccccc2)cc(=O)[nH]1)Nc1nc2ccccc2s1	52
CCOC(=O)c1ccccc1NC(=O)CSc1ncc(S(=O)(=O)c2cccs2)c(N)n1	79
CC(=O)c1cccc(NC(=O)CSc2ccc(-c3ccccn3)nn2)c1	63

In the list so far, 5 have two or more sulfur atoms.
compound	RMI-FANCM inh
O=C(O)CCCCC1CCSS1 (stereo not given)	58
O=C(Nc1nc(-c2cc([N+](=O)[O-])cs2)cs1)c1ccno1	59
CC(=O)Nc1ncc(S(=O)(=O)c2ccc([N+](=O)[O-])cc2)s1	57
O=C(CSc1nc(-c2ccccc2)cc(=O)[nH]1)Nc1nc2ccccc2s1	52
CCOC(=O)c1ccccc1NC(=O)CSc1ncc(S(=O)(=O)c2cccs2)c(N)n1	79

New compounds follow
compound	RMI-FANCM inh
COc1ccc(N2CCN(C(CNC(=O)C3CCCCC3)c3ccco3)CC2)cc1 (stereo not given)	55
COc1ccc(-c2csc(NC(=O)CCSc3ccc(Cl)cc3)n2)c(OC)c1	51
O=C(CSc1nnc(-c2ccccc2)c(-c2ccccc2)n1)Nc1nccs1	60
Cc1ccc(-c2ccc(/C=C(\C#N)c3nc4ccccc4s3)o2)c([N+](=O)[O-])c1	60
O=C(Cn1cnc2c(sc3ncccc32)c1=O)Nc1ccc(Br)cc1	90
Cc1ccnc(NC(c2ccc(C(F)(F)F)cc2)c2ccc3cccnc3c2O)c1 (stereo not given)	62
O=C(COc1ccc(Cl)cc1)NCCCn1nc(-c2ccco2)ccc1=O	68
CCOC(=O)c1nn(-c2ccccc2C)c(=O)cc1OS(=O)(=O)c1c(C)noc1C	49
N#C/C(=N/O)S(=O)(=O)c1ccc(Cl)cc1	57
CCOC(=O)c1cc(CC)sc1NC(=S)Nc1ccccc1C(F)(F)F	53
Cc1nc2ccc3nc(NC(=O)C45CC6CC(CC(C6)C4)C5)sc3c2s1	55
COc1ccc(N2CCCS2(=O)=O)cc1NC(=O)C(=O)NCc1ccc2c(c1)OCO2	67
CCn1nc(C(=O)Nc2nc(-c3ccc(-c4ccccc4)cc3)cs2)cc1C	87
COc1ccc(CCC(=O)Nc2ccc3c(c2)CN(C(=O)C(C)C)CC3)cc1	65
O=C(SCc1c(Cl)cccc1Cl)c1ccc([N+](=O)[O-])o1	59
COc1ccc(OC)c(NC(=O)Cn2nc(-c3ccco3)c3sc(N4CCOCC4)nc3c2=O)c1	70
Cc1cc(NC(=O)c2cnc3ccccc3n2)on1	49&51
O=C(NNC(=O)c1cc(OCC(F)(F)F)ccc1OCC(F)(F)F)c1ccco1	54
COc1ccc(OC)c(S(=O)(=O)Nc2ccc3c(c2)CN(C(=O)C(C)C)CC3)c1	67
COc1ccc(-c2nc(C(C)=O)cs2)cc1[N+](=O)[O-]	54
CN1CCN(C(CNC(=O)Nc2ccc3c(c2)OCO3)c2ccsc2)CC1 (stereo not given)	66
Cc1cc(C)cc(NC(=O)CSc2ccc(-c3sc(-c4cccnc4)nc3C)nn2)c1	74
COc1cc(NC(=O)C2CC2)ccc1N1CCCCC1=O	59
COc1coc(C(=O)Nc2nc3ccccc3s2)cc1=O	65
O=C(NCc1cn(-c2ccccc2)nc1-c1ccc(F)cc1)c1ccc([N+](=O)[O-])cc1	55
O=C(NCC1CCCO1)c1cccc2c1OCCCO2 (stereo not given)	56
C=C1C2CC[C@@]3(C)[C@H](c4ccoc4)OC(=O)C[C@]13O[C@H]1CC(=O)C(C)(C)C(CC(=O)OC)[C@@]21C (stereo not given in full)	63
O=C(NCCOc1ccc2nnc(-c3ccccc3)n2n1)Nc1ccc(Cl)c(Cl)c1	73
O=C(NCCN1CCc2ccccc2C1)C1CC(=O)N(C2CCCC2)C1 (stereo not given)	60
Cc1ccc(N2CC(CNC(=O)Nc3ccc(C(F)(F)F)cc3)CC2=O)cc1 (stereo not given)	57

Further structures follow.
compound	RMI-FANCM inh
Cc1ccccc1OCC(O)Cn1c(NCCN)nc2c1c(=O)[nH]c(=O)n2C (stereo not given)	57
CCOC(=O)c1nc(CS(=O)(=O)c2ccc(Cl)cc2)no1	49
Cc1ccc(S(=O)(=O)N2CCCC(C(=O)Nc3ccc(Cl)cc3)C2)cc1 (stereo not given)	73
COc1cccc(-n2c(Cc3cc(=O)[nH]c(=O)[nH]3)n[nH]c2=S)c1	58
CCOC(=O)C1C(c2ccc(C)o2)NC(=O)NC1(O)C(F)(F)F (stereo not given)	54
O=S(=O)(c1cccnc1)N1CCN(c2ccc3nnc(-c4ccco4)n3n2)CC1	65
C=C(c1ccccc1O)n1ccnc1	63
C=C(C)C1(O)OC(=O)C=C1OC (stereo not given)	58
O=C(Cc1ccc([N+](=O)[O-])cc1)N/N=C/c1ccc([N+](=O)[O-])o1	56
CC(C)c1ccc(NC(=S)NCCC(=O)O)cc1	58
O=[N+]([O-])c1ccc(NC(=S)N2CCc3ccccc3C2)cc1	62
O=C(NNC(=O)c1cccn(Cc2cccc(F)c2)c1=O)Nc1ccc(F)cc1	63
CCc1ccccc1NC(=O)c1csc(Nc2ccccc2)n1	61
O=C(/C=C1\OC(=O)c2ccccc21)Oc1cccc(C(F)(F)F)c1	55
O=c1ccc2cc(S(=O)(=O)N3CCN=C3Cc3ccccc3)ccc2o1	64
CN1C(=O)C(C)(C)COc2ccc(NC(=O)c3ccc(C(F)(F)F)cc3)cc21	72
NC(=O)CSc1ccc(NC(=O)c2ccco2)nn1	69
CCOc1ccc(-c2ccc(SCC(=O)NC3CCCCC3)nn2)cc1	57
CC1SC(C)C(=O)N(CC(=O)NCc2ccco2)C1=O (stereo not given)	58
COc1ccc(S(=O)(=O)NCCc2nnc3ccc(SCC(=O)Nc4cc(C)on4)nn23)cc1	64
CCOc1ccc(C(=O)Nc2nnc(SCC(=O)Nc3cc(Cl)ccc3OC)s2)cc1	61
NS(=O)(=O)c1ccc(CCNC(=O)c2csc(NC(=O)c3ccccc3)n2)cc1	55
CCOCCCN1CN(CCc2ccccc2)CNC1=S	56
O=C1CCCC(=O)N1CCS(=O)(=O)N1CCC(c2nnc(-c3ccco3)s2)CC1	62
Clc1cc2c(c(C[n+]3ccccc3)c1)OCOC2	63
Cn1c(=O)c(C(=O)Nc2ccc([N+](=O)[O-])cc2)cc2cccnc21	53
CN(/N=C\c1ccc(Cl)cc1)c1cnn(C)c(=O)c1Cl	60
O=c1[nH]cnc2[nH]ncc12	63&57&59
O=C(Nc1nc2c(F)cc(F)cc2s1)C1CCCN(S(=O)(=O)c2cccs2)C1 (stereo not given)	85
O=[N+]([O-])c1ccc(CSc2ccc(F)cc2F)c(Cl)c1	50

Looked up one by one from above (4):
compound	RMI-FANCM inh
Cc1ccnc(NC(c2ccc(C(F)(F)F)cc2)c2ccc3cccnc3c2O)c1 (stereo not given)	62
CCOc1ccc(-c2ccc(SCC(=O)NC3CCCCC3)nn2)cc1	57
CC(=O)c1cccc(NC(=O)CSc2ccc(-c3ccccn3)nn2)c1	63
Cc1cc(C)cc(NC(=O)CSc2ccc(-c3sc(-c4cccnc4)nc3C)nn2)c1	74

Following part
compound	RMI-FANCM inh
c1ccc(C2=C(c3nc4ccccc4[nH]3)Sc3ccccc3N2)cc1	56
COc1ccc(N2C(=O)CC(Sc3ccccc3C(=O)O)C2=O)cc1Cl (stereo not given)	63
O=C(NCCCn1nc(-c2cccs2)ccc1=O)Nc1ccc(F)cc1F	66
O=C(O)c1ccc(NC(=O)c2cccnc2-c2nc3ccccc3s2)cc1	-4
O=C(Cc1cccs1)Nc1nc(-c2ccccc2)c(C(=O)c2ccccc2)s1	116
CS(=O)(=O)c1sc(C(N)=O)c2c1C=CCC2	55
COC(=O)Cn1c(=NC(=O)c2ccc(Br)s2)sc2cc(F)ccc21	65
CC(C)(C)NC(=O)C(=O)NCCCCN1CCOC(c2ccccc2)C1 (stereo not given)	75
COCCn1c(=NC(=O)c2cc(OC)cc(OC)c2)sc2cc(NC(C)=O)ccc21	127
Clc1ccc(C2=CSC3=NCCCN23)cc1	61
COc1ccc(C(=O)/C=C/Sc2nccc(C)n2)cc1	56
O=C(CC1CCCCN1S(=O)(=O)c1ccccc1)Nc1cccnc1 (stereo not given)	67
O=C(Cc1csc(Nc2cccc(C(F)(F)F)c2)n1)N1CCCC1	64
CN(C(=O)c1ccc(=O)n(C)n1)C1CCCCC1	61
CC(=O)c1sc(NC(=O)c2ccnn2C)nc1C	70
Cc1cccc2nc(CSC(=S)NCC3CCCO3)cn12 (stereo not given)	63
CN1C/C(=C\C=C\c2ccccc2)C(=O)/C(=C/C=C/c2ccccc2)C1	69
Cc1ccc2sc(N(Cc3cccnc3)C(=O)CSc3ccccc3)nc2c1C	54
CCn1ccnc1N1CCN(C(=O)c2ccccc2S(=O)(=O)C(F)F)CC1	64
Cc1nn(-c2ccccc2)c2sc(C(=O)NC(=S)NCc3ccco3)cc12	64
CCc1ccc(OC)c(S(=O)(=O)NCc2ccsc2)c1	69
O=C(CC1CSc2nc3c(c(=O)n21)CCC3)N1CCN(C(=O)c2ccco2)CC1 (stereo not given)	67
O=C(COc1ccccc1)Nc1nnc(-c2ccc3c(c2)OCO3)o1	67
COc1ccc(-c2ccc(N3CCN(S(=O)(=O)c4cccnc4)CC3)nn2)cc1OC	71
O=C(NCC(c1ccco1)N1CCc2ccccc2C1)c1c(F)cccc1Cl (stereo not given)	53
C1=CC(=C2SCCS2)C=C1	64
O=S(=O)(Nc1cccnc1)c1cccc(Cl)c1	51
CCOC(=O)c1c(NC(=S)NC(NC(=O)/C=C/c2ccccc2)C(Cl)(Cl)Cl)sc2c1CCCC2 (stereo not given)	59
COc1ccc(C2NC(=S)NC(C)=C2C(=O)NCc2ccccc2)cc1 (stereo not given)	57
O=C(Oc1c(CN2CCOCC2)cc(Cl)c2cccnc12)c1ccco1	68

New compounds follow
compound	RMI-FANCM inh
Cc1cccc(NC(=O)CN2C(=O)CCSc3ccccc32)c1C	59
O=C(Nc1nc2ccc(Cl)cc2s1)C1CCCCC1	56
COc1ccccc1Oc1ccc(S(=O)(=O)Nc2ccc3c(c2)OCCO3)cc1	56
O=c1c2c(nc(SCc3ccccc3F)n1CCc1ccccc1)CCS2	59
CCOc1ccccc1NC(=O)N1CCN(c2ccc3nnc(C4CC4)n3n2)CC1	68
COc1cn(C)c(C(=O)Nc2ccc(F)c(F)c2)cc1=O	64
CCOc1ccc2nc(NC(=O)Cc3csc(SCC(=O)Nc4ccc(C)cc4)n3)sc2c1	67
O=C(c1ccco1)N1CCN(c2cccc3[nH]ccc23)CC1	53
Cc1nc(S(=O)(=O)NCc2ccc(-c3cccs3)cc2)cn1C	55
COc1cc(-c2nnc(SCC(=O)NC(=O)NCc3ccccc3)n2C)cc(OC)c1OC	55
CCCCOc1ccc(S(=O)(=O)NCCOc2ccc3nnc(C)n3n2)cc1	66
Cc1cc(C(=O)NCCOc2cccc(C(F)(F)F)c2)ccc1[N+](=O)[O-]	61
Nc1nc2c(s1)CN(Cc1ccccc1)CC2	76
COc1ccc(/C=C\C(=O)Nc2cc(=O)n(C)c(=O)n2C)cc1OC	59
COc1ccc(Oc2ccc([N+](=O)[O-])cc2C(=O)Nc2ccc(S(N)(=O)=O)cc2)cc1	54
